Rad51 HR inh: blocks human Rad51 in homologous recombination; Q06609; hRad51 DNA strand exchange, fluorescence dequenching; inhibition, % at 10 µM; actives 0.085% (n = 200,000); AID 1385;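 active means inhibition above 40% at the single screening dose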;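 further: 0% = DMSO control wells and 100% = blanks with heterologous ssDNA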
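System: hRad51 filaments on single-stranded DNA; reagent: Fluorescein- and BHQ1-tagged 47-mer duplex; compound dosing: one concentration, 10 µM final; timing: filaments 15 min 37 °C, then compound 30 min; measured by: fluorescein emission 520 nm, excitation 485 nm; benchmarks: per-plate controls and blanks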
Furin inh: inhibitors of human furin. purified furin, fluorogenic substrate cleavage. inhibition, % at 30 µM. actives 0.061% (n = 220,000); in the data active means inhibition above about 25%; further: inactives centre near -15
FXIIa inh: factor XIIa (human) inhibition. P00748. purified FXIIa, Boc-QGR-AMC fluorogenic substrate, 2 h. inhibition, % at 5 µM. actives 0.3% (n = 220,000); in the data active means inhibition above about 40%;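 further: 0% = enzyme with no compound and 100% = blank without enzyme; many of its hits are not listed in these tables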
KLK5 inh: kallikrein 5 (human) inhibition. Q9Y337. recombinant hK5, fluorogenic AMC substrate cleavage. inhibition, % at 5 µM. actives 0.59% (n = 210,000). AID 873;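 active means inhibition of 40% or more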;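 further: 0% = enzyme controls without compound and 100% = no-enzyme blanks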
Target sequence (Q9Y337 67-293 limits assumed): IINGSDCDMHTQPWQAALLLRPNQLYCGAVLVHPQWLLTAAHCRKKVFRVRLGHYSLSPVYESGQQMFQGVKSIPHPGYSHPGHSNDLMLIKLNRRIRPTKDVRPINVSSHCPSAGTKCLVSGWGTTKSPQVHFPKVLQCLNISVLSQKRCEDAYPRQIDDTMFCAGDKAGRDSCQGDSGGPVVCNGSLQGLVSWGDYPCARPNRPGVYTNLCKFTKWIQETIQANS
Thrombin inh: inhibitors of human thrombin | inhibition, % at 5 µM | alpha-thrombin, Boc-VPR-AMC fluorogenic substrate cleavage | P00734 | actives 0.26% (n = 220,000);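 active means inhibition at or above 40%; inactive means inhibition below 40%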;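 further: 0% = enzyme with no compound and 100% = wells without enzyme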
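signal = AMC fluorescence, 355/460 nm | material = human alpha-thrombin enzyme | control set = enzyme without compound as high, wells lacking enzyme as low | times = reaction at room temperature | read-out basis = percent inhibition scaled between no-compound controls and no-enzyme blanks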
Cl transport mod: modulators of human KCC2 chloride dependent transport; KCC2 cells, thallium flux FluoZin-2 fluorescence; Q9H2X9; AID 1456; B-score of Tl+ flux slope (higher = more flux/activation; lower = inhibition) at 10 µM; actives 2.2% (n = 190,000);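 active means thallium flux slope and its plate-corrected score both differing from the plate sample mean at a set confidence after two filtering rounds, in either direction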;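 further: slope of fluorescence scaled to starting intensity during 10 to 20 s after thallium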
PERK inhibitor: human PERK inhibition, primary cell-based screen; Q9NZJ5; CHO PERK-DD fusion, SEAP luminescence translation reporter; inhibition, % at 5.6 µM; actives 0.17% (n = 220,000);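 active means inhibition above the mean inhibition of all tested compounds plus 3 SD, set separately per screening campaign, cut at about 2.9% in these data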;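 further: PERK kinase domain activated by AP20187 dimerizer at 100 nM; 0% = DMSO with dimerizer and 100% = rapamycin at 8.4 µM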
FXIa inh 1536: blocks human coagulation factor XIa protease activity | AID 798 | inhibition, % at 5 µM | purified FXIa, Boc-Glu-Ala-Arg-AMC fluorogenic substrate | actives 0.14% (n = 220,000) | P03951;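 active means inhibition of at least 40%; inactive means inhibition below 40%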;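 further: fluorescence of freed AMC excited at 355 nm; 0% = enzyme without compound and 100% = no enzyme blank; many of its hits are not listed in these tables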
Target sequence (P03951 19-387 limits assumed): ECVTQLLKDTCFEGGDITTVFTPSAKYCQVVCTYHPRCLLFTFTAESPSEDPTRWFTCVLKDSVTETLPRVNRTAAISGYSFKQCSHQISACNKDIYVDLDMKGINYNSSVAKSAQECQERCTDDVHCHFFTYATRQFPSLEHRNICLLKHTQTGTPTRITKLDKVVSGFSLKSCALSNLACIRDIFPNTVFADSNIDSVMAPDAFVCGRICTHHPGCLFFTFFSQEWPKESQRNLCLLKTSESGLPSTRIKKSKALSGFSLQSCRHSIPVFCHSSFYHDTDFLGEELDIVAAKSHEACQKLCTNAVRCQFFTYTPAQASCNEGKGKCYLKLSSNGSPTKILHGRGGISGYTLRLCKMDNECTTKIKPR
Target sequence (P03951 388-625 limits assumed): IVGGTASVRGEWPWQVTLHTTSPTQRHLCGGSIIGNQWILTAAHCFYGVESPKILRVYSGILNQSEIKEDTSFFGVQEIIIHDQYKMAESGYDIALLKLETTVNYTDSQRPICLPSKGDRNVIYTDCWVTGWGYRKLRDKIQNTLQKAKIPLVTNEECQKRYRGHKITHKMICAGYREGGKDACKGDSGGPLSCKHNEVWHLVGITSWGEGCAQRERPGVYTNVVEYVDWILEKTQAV
m-calpain inh: blocks pig calpain II enzyme activity; purified calpain II, fluorogenic peptide substrate, 30 min; inhibition, % at 16 µM; actives 0.37% (n = 220,000); AID 1236;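 active means inhibition above about 50%, limit read from the data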
Numbers without * were called inactive; i = inactive; x = no result given; [ ] = another dose, or the depositor's remark.

SMILES | Rad51 HR inh | Furin inh | FXIIa inh | KLK5 inh | Thrombin inh | Cl transport mod | PERK inhibitor | FXIa inh 1536 | m-calpain inh
O=C(CN1C(=O)CCC1=O)Nc1nc(-c2ccccn2)cs1 | 7.2 | -19.1 | 11.7 | -2.4 | 4.5 | -0.153 | 1.0 | 3.7 | 10.6
COc1cc(OC)c2c(-c3ccccc3)cc(=O)oc2c1 | -0.9 | -16.0 | 9.7 | 2.3 | -9.2 | -0.688 | 1.7 | 1.7 | 7.5
CCCn1c(N)c(C(=O)CSc2nc(C)cs2)c(=O)n(C)c1=O | 10.6 | -5.6[20 µM] | 1.5 | -11.1 | -8.4 | -0.566 | -0.1 | -5.3 | -5.7
CCOCCCNC(=S)N1CCCN(c2nc3c(C)c(C)ccc3cc2C#N)CC1 | -2.9 | 12.8 | 7.8 | 9.6 | -8.7 | -0.696 | -0.2 | 3.4 | -32.1
Cn1c(SCc2ccccc2[N+](=O)[O-])nnc1-c1cccnc1 | x | -19.5 | 9.3 | x | -3.6 | -0.0965 | 0.5 | -2.7 | -19.7
COc1ccc(NC(=O)c2ccc(C(=O)c3cc(OC)ccc3OC)cc2)cc1 | 3.8 | -23.0[20 µM] | 22.0 | -9.0 | 1.0 | 1.73 | 0.0 | 6.8 | -5.3
Cc1ccc(S(=O)(=O)NCCCCCC(=O)Nc2ccccn2)cc1 | 3.3 | -23.5[20 µM] | 10.9 | 14.2 | 2.4 | x | -2.2 | -2.8 | 29.6
Cc1cc(C(=O)N(C)C)sc1-c1ccccc1 | 4.4 | -14.0[20 µM] | 13.2 | -8.6 | 1.8 | 1.59 | 0.1 | 1.5 | -13.9
O=C(NNS(=O)(=O)c1ccccc1C(F)(F)F)c1cc2ncc(C(F)(F)F)cc2s1 | 10.1 | -6.6 | 9.8 | -5.9 | -4.2 | -0.726 | 1.8 | 0.4 | -13.1
Cc1ccccc1NS(=O)(=O)c1cc(S(C)(=O)=O)ccc1C | 3.4 | -11.4 | -1.5 | -15.7 | -16.4 | 0.949 | -0.1 | 0.7 | 0.6
O=C(c1ccc(Cl)c(Cl)c1)N1CCC(=O)N(C(COCc2cccc(Cl)c2)Cc2ccccc2)CC1 (centres undefined) | -0.1 | -13.5 | 9.3 | -7.5 | 0.8 | -0.105 | -0.8 | 0.9 | 6.1
CC(C)(C)c1ccc(C(=O)N/C(=C\c2cccs2)C(=O)NCc2ccco2)cc1 | -10.6 | -18.7[20 µM] | 11.3 | 4.2 | 3.7 | -0.082 | 0.8 | 5.4 | -4.9
CC1=C/C(=C/N(C)c2ccccc2)C(=O)S1 | -6.9 | -23.6[20 µM] | 10.8 | -3.7 | 3.7 | -0.0128 | 0.6 | -0.1 | -50.2
COc1ccc(C2=CC(=O)OC3(CCCCC3)O2)cc1 | -7.1 | -10.4[20 µM] | 16.4 | 6.5 | 4.8 | 0.864 | 0.1 | 5.4 | 12.7
COc1ccc(C(=O)COC(=O)c2cc(S(=O)(=O)NCc3ccccc3)ccc2O)cc1 | -3.7 | -23.1 | 13.8 | 3.5 | 2.8 | -0.0158 | 0.2 | 2.2 | -10.6
Cc1occc(=O)c1OC(=O)Nc1ccc(Cl)c(Cl)c1 | x | -7.1 | 4.6 | 47.5* | 26.6 | 0.622 | 0.0 | 39.2 | 23.4
NNc1nc2cccnc2n(CCNc2ncc(C(F)(F)F)cc2Cl)c1=O | 2.8 | -18.5 | 4.0 | -11.8 | -6.7 | x | 1.2 | -1.3 | -16.3
O=C(c1ccccc1)C1CCN(CC(=O)N2CCN(c3ccccc3)CC2)CC1 | 5.3 | -26.5 | 2.2 | -6.2 | -11.9 | -0.89 | 0.2 | -7.1 | -24.0
Cc1ccccc1C(=O)NNC(=O)C1CCCN(c2ncccn2)C1 (centres undefined) | 6.0 | -7.7[20 µM] | 11.0 | 24.4 | -0.1 | x | 0.6 | 27.9 | -82.9
CC1(C)Cc2c(ccc3ccccc23)C(=O)N1 | 7.4 | -14.1[20 µM] | 0.9 | -7.0 | -4.7 | -0.234 | 0.3 | -3.1 | -2.6
CC12CC3CC(C)(C1)CC(CN1CCOCC1)(C3)C2 | -4.3 | -19.1[20 µM] | 14.3 | -22.3 | 1.5 | -0.443 | 1.4 | 7.7 | -1.6
Nc1c(C(=O)O)sc2nc(-c3ccccc3)cc(-c3ccccc3)c12 | -47.3 | -15.7 | 1.2 | 0.8 | -1.7 | 0.416 | 1.1 | 0.1 | 11.0
COc1cccc2c1OCC(CN1CCN(Cc3ccccc3)C(CCO)C1)=C2 (centres undefined) | -7.5 | -27.4 | 5.0 | 1.9 | -7.3 | 0.727 | -0.1 | -0.2 | 9.2
Nc1nonc1-c1nc2ccccc2n1Cc1ccc(F)cc1 | 1.9 | -0.9 | 0.0 | 8.3 | -0.4 | x | 1.0 | 0.1 | 21.5
Cc1c(C=O)c2ccccn2c1C(=O)c1cccc([N+](=O)[O-])c1 | -11.8 | -18.0 | 12.1 | -6.7 | 0.8 | -0.887 | 0.3 | -0.6 | 15.5
Remaining list, next part
SMILES | Rad51 HR inh | Furin inh | FXIIa inh | KLK5 inh | Thrombin inh | Cl transport mod | PERK inhibitor | FXIa inh 1536 | m-calpain inh
Clc1ccc(Cc2ccccc2)nn1 | 8.5 | -9.3 | 13.4 | -18.0 | -0.7 | -0.0198 | 0.4 | 35.5 | 7.3
COc1ccc(-n2c(=O)c3ccccc3n(CC(=O)NC3CCCCC3)c2=O)cc1OC | 1.9 | -18.3 | 7.4 | 1.7 | -7.7 | -0.00139 | 0.4 | 0.4 | -40.3
Cc1cc(C(=O)OCC(=O)N2CC(C)OC(C)C2)ccc1[N+](=O)[O-] (centres undefined) | 0.6 | -19.6 | 2.5 | -4.7 | -28.5 | 0.863 | 0.3 | -9.6 | -7.3
Nc1ncnc(NC2CCS(=O)(=O)C2)c1[N+](=O)[O-] (centres undefined) | -2.1 | -19.4 | 5.0 | 6.7 | -1.8 | 0.717 | 1.6 | 6.6 | -6.1
CC(=O)c1cc(-c2ccccc2)n(CC(=O)N2CCC(N3CCCCC3)CC2)c1C | -12.0 | -19.1[20 µM] | 15.0 | -0.5 | 16.1 | 1.35 | 0.7 | 4.5 | 2.0
Cc1cc(N2CCCC(C(=O)Nc3ccc4c(c3)CCC4)C2)n2ncnc2n1 (centres undefined) | -2.5 | -24.6 | 20.8 | 27.9 | 2.5 | 0.0449 | -0.9 | 18.7 | 1.0
CNc1nnc(CSc2nc(C)cc(C)n2)s1 | 7.5 | -15.9[20 µM] | -2.8 | 2.0 | -22.3 | 1.91 | 0.1 | 1.7 | -33.3
O=C(NC12CC3CC(CC(C3)C1)C2)c1ccccc1O | -2.7 | -21.1[20 µM] | 10.1 | -5.8 | -3.4 | 0.108 | 0.5 | -2.2 | -45.2
Cc1ccc(N2C(=O)c3cccc4cccc(c34)C2=O)cc1 | -1.2 | -30.5 | 7.3 | 0.0 | -8.3 | 0.77 | 0.3 | -2.9 | -21.6
CCN1CCN(Cc2c(O)ccc3c2O/C(=C\c2ccccc2)C3=O)CC1 | -27.1 | -14.7 | 6.5 | -3.8 | -24.5 | i | 0.0 | -6.4 | -330.6
O=C(NCc1ccco1)c1cc(-c2ccccc2)nc2ccccc12 | 4.6 | -2.2[20 µM] | -4.0 | 2.5 | -0.6 | 1.04 | -0.1 | -3.3 | 13.2
Cc1cc2c(=O)n(Cc3ccco3)c(SCC(=O)N3CCCc4ccccc43)nc2s1 | 2.7 | -11.6[20 µM] | 3.4 | -11.5 | -4.0 | -1.7 | -0.8 | -1.9 | -40.3
COc1ccc(OC)c(NC(=O)CSc2nnnn2-c2ccccc2F)c1 | -2.3 | -19.9 | 10.5 | 5.1 | 0.6 | -0.023 | -0.4 | -0.4 | -11.3
CN1CCN(c2ccc(Cl)cc2NC(=O)c2nn(-c3ccccc3)c(=O)c3ccccc23)CC1 | 9.2 | -16.4 | -9.3 | 4.9 | -0.5 | 0.478 | -0.7 | -13.1 | -40.7
NNC(=O)c1ccc(Cn2cc(Br)cn2)o1 | 2.6 | -8.1 | 2.2 | -3.1 | -5.2 | 0.00911 | -1.9 | -4.5 | 2.6
CC(c1ccco1)N(C(=O)C12CC3CC(CC(C)(C3)C1)C2)c1ccccn1 (centres undefined) | 11.8 | -0.6[20 µM] | 18.2 | 4.0 | -0.2 | -0.671 | -0.2 | 6.6 | -3.2
CCCN1CCN(S(=O)(=O)c2ccc3c(c2)OCCO3)CC1 | 10.1 | -21.5 | 9.9 | 4.1 | 0.3 | -0.018 | 0.5 | 0.3 | 14.9
COC(=O)c1ccc(Oc2ccc(C(F)(F)F)cn2)cc1 | -9.6 | -12.2 | 6.3 | 0.8 | -4.6 | 0.651 | 0.4 | -0.9 | 26.6
O=S1(=O)CCC(N=Nc2c(O)n(Cc3ccccc3)c3ccccc23)C1 (centres undefined) | 1.4 | -3.0 | 15.8 | 1.9 | 4.2 | -0.806 | -2.5 | 4.7 | 0.0
COc1ccc(C(=O)/C=C/c2cn(CC(O)CN3CCN(C)CC3)c3ccccc23)cc1OC (centres undefined) | -182.5 | -16.8 | 9.0 | -4.2 | 2.5 | 0.0383 | 0.0 | -6.4 | -14.2
CC(C)(C)[C@H]1C=C(C(=O)Nc2ccccc2)O[C@@H](OCc2ccc(CO)cc2)C1 | 3.4 | -21.2 | 2.8 | -3.4 | -3.0 | -0.193 | 0.8 | -1.1 | 18.4
O=C(c1cc(-c2ccc(Cl)cc2Cl)on1)N1CCOCC1 | 0.3 | -4.4[20 µM] | 11.8 | -6.0 | -3.5 | 0.0415 | -0.1 | -4.8 | 9.3
CN(c1ccccc1)S(=O)(=O)c1ccc(Cl)nc1 | -8.6 | -5.8 | 14.7 | 20.0 | -7.2 | -1.35 | -0.4 | 2.5 | 12.5
CCOc1ccc(Cc2nc(C)c(CC(=O)N3CCOCC3)c(=O)[nH]2)cc1 | -1.9 | -1.3 | -0.2 | 13.9 | -5.2 | 0.0688 | 0.3 | -8.7 | 3.1
Cc1cc(C)c2nncn2n1 | -21.6 | -20.2 | 6.8 | -0.6 | -0.2 | x | 1.9 | -1.1 | 13.7
Cc1cc2nc3c(=O)[nH]c(=O)[nH]c3nc2c([N+](=O)[O-])c1N | i | -2.9 | 3.1 | -2.8 | 13.3 | i | 0.9 | -0.7 | -63.4
O=C(CSc1nc2scc(-c3ccccc3)c2c(=O)[nH]1)NC1CCCCC1 | x | -3.2 | 14.3 | 7.5 | 1.1 | x | 0.0 | 12.1 | 15.9
COc1cccc(OC)c1C(=O)NNC(=O)c1cccnc1 | 25.5 | -14.5 | 6.1 | 1.7 | -3.4 | -0.149 | 2.0 | 4.2 | -2.9

Five consecutive compounds already listed, for reference:
SMILES | Rad51 HR inh | Furin inh | FXIIa inh | KLK5 inh | Thrombin inh | Cl transport mod | PERK inhibitor | FXIa inh 1536 | m-calpain inh
O=C(CN1C(=O)CCC1=O)Nc1nc(-c2ccccn2)cs1 | 7.2 | -19.1 | 11.7 | -2.4 | 4.5 | -0.153 | 1.0 | 3.7 | 10.6
COc1cc(OC)c2c(-c3ccccc3)cc(=O)oc2c1 | -0.9 | -16.0 | 9.7 | 2.3 | -9.2 | -0.688 | 1.7 | 1.7 | 7.5
CCCn1c(N)c(C(=O)CSc2nc(C)cs2)c(=O)n(C)c1=O | 10.6 | -5.6[20 µM] | 1.5 | -11.1 | -8.4 | -0.566 | -0.1 | -5.3 | -5.7
CCOCCCNC(=S)N1CCCN(c2nc3c(C)c(C)ccc3cc2C#N)CC1 | -2.9 | 12.8 | 7.8 | 9.6 | -8.7 | -0.696 | -0.2 | 3.4 | -32.1
Cn1c(SCc2ccccc2[N+](=O)[O-])nnc1-c1cccnc1 | x | -19.5 | 9.3 | x | -3.6 | -0.0965 | 0.5 | -2.7 | -19.7

Screening results deposited in PubChem by several laboratories.

A portion of the library (hit frequency here may not be typical).
